GAA inhib – inhibitors of human lysosomal alpha-glucosidase | P10253 | purified human GAA, 4-MU-alpha-glucoside fluorescence | Potency, µM (top dose mostly 76.9 µM), inactives show top-dose activity change, negative = inhibition, most hits filed as inhibitors | 200,000 tested, 0.005% active | AID 1466;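 note: plate controls were uninhibited enzyme wells for no effect and no-enzyme background for full effect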
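Endpoint fluorogenic read: 20 min room-temperature reaction of 4 nM human alpha-glucosidase with 400 uM 4-methylumbelliferyl-alpha-D-pyranoside, pH 5.0, quenched with 1M NaOH/1M glycine pH 10. AC50 from Hill modeling.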
HttQ103 aggreg – inhibitors of mutant huntingtin aggregate formation in PC12 cells | 220,000 tested, 1.1% active | PC12 HttQ103-GFP aggregates, Acumen cytometry, 40 h | Potency, µM (highest dose often 46.1 µM), inactives show top-dose activity change, negative = inhibition, usual class: inhibitors; note: % is set by controls: 0 for no effect and ±100 for the full control effect; nearly all actives have a fitted effect of over 60% in size
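Ecdysone-promoter PC12 model expressing HTT exon 1 Q103 fused to GFP, induced by tebufenozide at 100 nM final. Compounds titrated; aggregates sized 1–25 µm scored on a 488 nm laser cytometer.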
GoLoco inh red – RGS12 GoLoco-Gai1 interaction inhibition; Gai1:RGS12 GoLoco peptide FP, rhodamine, 10 min; Potency, µM (titrated, usually from 61.6 µM), for inactives: at the highest dose activity, negative = inhibition, hits mostly inhibitors; 230,000 tested, 0.44% active; P63096; active = well fitted inhibition curve with a large enough effect, not every such curve was filed as active; inactive = no such curve, though single readings can be large or run the other way; note: % is set by controls: 0 for no effect and ±100 for the full control effect; nearly all actives have a fitted effect of over 30% in size; many of its hits are not listed in these tables
Target sequence (P63096 whole entry, looked up): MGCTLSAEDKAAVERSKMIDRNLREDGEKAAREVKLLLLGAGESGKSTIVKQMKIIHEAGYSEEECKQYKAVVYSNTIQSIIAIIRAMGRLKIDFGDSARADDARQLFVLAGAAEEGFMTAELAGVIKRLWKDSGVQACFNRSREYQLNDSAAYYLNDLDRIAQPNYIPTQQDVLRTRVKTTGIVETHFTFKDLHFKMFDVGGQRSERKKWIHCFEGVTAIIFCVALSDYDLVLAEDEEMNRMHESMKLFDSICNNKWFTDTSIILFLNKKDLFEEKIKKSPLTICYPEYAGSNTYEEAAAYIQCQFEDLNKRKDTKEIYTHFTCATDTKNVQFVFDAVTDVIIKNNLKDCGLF
GAA spleen mod – inhibits or activates alpha-glucosidase in human spleen homogenate; human spleen homogenate, 4-MU-alpha-glucoside fluorescence; AID 2112; Potency, µM (doses to about 79.9 µM), inactives show top-dose activity change, negative = inhibition, hits mostly inhibitors; 240,000 tested, 0.006% active;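 note: 0% = enzyme with vehicle and -100% = no enzyme basal signal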
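Human spleen homogenate (1 ug) with 4-methylumbelliferyl-alpha-D-glucopyranoside (1 mM final) in 50 mM citrate/phosphate pH 5.0, 0.01% Tween-20; 40 min at 37 C. Stopped at pH 10; 4-MU fluorescence Ex 365/Em 440 nm; AC50 by Hill fit.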
GAA glycogen – alters human alpha-glucosidase cleavage of glycogen; 300,000 tested, 0.38% active; recombinant GAA, glycogen substrate, Amplex Red glucose oxidase fluorescence; AID 2100; Potency, µM (titrated, usually from 76.4 µM), for the others: at the top dose activity change, negative = inhibition, hits mostly inhibitors; P10253;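 note: 0% = full enzyme reaction and -100% = no-enzyme basal signal; the screen sought inhibitors and activators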
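Natural-substrate format: glycogen cleavage by 4 nM human enzyme, glucose read by Amplex Red coupling (Ex 573, Em 610 nm). Normalized to enzyme and no-enzyme controls.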
IMPase Li inh – membrane-permeable IMPase blocker, potentiated with lithium; 210,000 tested, 0.35% active; Potency, µM (doses to about 59.4 µM), for the others: top-dose activity, negative = IMPase inhibition, actives largely listed as inhibitors; CHO-M1 cells, IP1 TR-FRET (IP-One), carbachol + lithium; AID 1457;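 note: IP1 builds up when IMPase is blocked and the TR-FRET signal falls; plate controls were basal vehicle for no effect and high inhibitor control for full effect; nearly all actives have a fitted effect of over 50% in size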
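Steps: plate 2000 CHO-M1 cells per well and culture 16–30 h; add compound and lithium; incubate 30 min, 37C; add d2-IP1 tracer and Eu cryptate anti-IP1 antibody in lysis buffer; read after 10 min at room temperature.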
HTT ATP protect – protects HTT-Q103 PC12 cells, measured by ATP; PC12 HTT-Q103 induced, cytoprotection, ATP luminescence, 40 h; Potency, µM (top dose mostly 56.4 µM), for inactives: cytoprotection (ATP increase), usual class: activators; 230,000 tested, 0.14% active; AID 1471;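 note: % of control where 0% means no effect; nearly all actives have a fitted effect of over 45% in size; toxic huntingtin expression switched on by the ecdysone agonist tebufenozide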
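Readout: ATPlite luminescence (ATP level). Model: stable PC12, inducible Htt exon1 Q103-GFP. Inducer: tebufenozide, 100 nM final. Compounds: dose series. No G418 in medium.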
* = called active by the depositor; & = joins results of further samples; [ ] = remark or other dose. Unless noted, calls come from the whole dose curve; as a rule, active = well fitted curve in the direction sought with a large enough effect; inconclusive = small, poorly fitted or top-dose-only effect, or another doubt; inactive = no such curve, though single readings can be large; an effect the other way counts as inactive or inconclusive. Potency is the fitted concentration of half-maximal effect.

COc1ccc(NC(=O)c2cccc(C(=O)Nc3ccc(OC)cc3)n2)cc1 was read as GAA inhib inconclusive, HttQ103 aggreg 2%, GoLoco inh red -2%, GAA spleen mod 3%, GAA glycogen 9%, IMPase Li inh -7% and HTT ATP protect -8%.
Screening O=C(CSc1nnc(-c2ccccc2)n1-c1ccccc1)c1cccs1 returned GAA inhib 6%, HttQ103 aggreg -3%, GoLoco inh red 4%, GAA spleen mod -2%, GAA glycogen -14%, IMPase Li inh 7%[38.3 µM] and HTT ATP protect -23%.
`CCCC(C)NC(=S)Nc1cc(C)cc(C)c1` (stereo not drawn) gave GAA inhib 3%, HttQ103 aggreg -11%, GoLoco inh red -7%, GAA spleen mod -2%, GAA glycogen 4%, IMPase Li inh -2% and HTT ATP protect 38%.
Screening COc1cc(C(=O)O/N=C(\N)c2ccccn2)cc(OC)c1OC returned HttQ103 aggreg 4%[9.22 µM], GoLoco inh red 2%, GAA spleen mod 4%, GAA glycogen 5% and HTT ATP protect 19%[10 µM].
Screening O=C(C1CCN(Cc2ccccc2)CC1)N1CCCC1 returned GAA inhib -15%, HttQ103 aggreg 7%, GoLoco inh red -15%, GAA spleen mod -1%, GAA glycogen 2%, IMPase Li inh 5% and HTT ATP protect 25%[10 µM].
COC(=O)c1cc2occc2n1CC(=O)Nc1ccc(C)cc1C was read as GAA inhib -1%, HttQ103 aggreg -5%, GoLoco inh red 5%, GAA spleen mod -4%, GAA glycogen -4%, IMPase Li inh 9%[38.3 µM] and HTT ATP protect -14%.
Screening Cc1cc(C)nc(SCC(=O)NN)n1 returned GAA inhib -9%, HttQ103 aggreg -19%[9.22 µM], GoLoco inh red -5%, GAA spleen mod -1%, GAA glycogen 4%, IMPase Li inh 17% and HTT ATP protect -15%[10 µM].
For O=C(O)CNc1nc(-c2ccccc2)nc2ccccc12 the results were GAA inhib -5%, HttQ103 aggreg 5%, GoLoco inh red 7%, GAA spleen mod 2%, GAA glycogen 4%, IMPase Li inh -10% and HTT ATP protect 7%[10 µM].
Screening COCCn1c(C)cc(C2=NNC(=NC3CC3)SC2)c1C returned GAA inhib -2%, HttQ103 aggreg 14%, GoLoco inh red -8%, GAA spleen mod -2%, GAA glycogen -14%, IMPase Li inh 4% and HTT ATP protect -217%[inhibitor].
Screening CCOC(=O)N1CCN(c2ncnc3c2[nH]c2ccc(F)cc23)CC1 returned GAA inhib 3%, HttQ103 aggreg 7.1µM*, GoLoco inh red 9%, GAA spleen mod -8%, GAA glycogen 1%, IMPase Li inh 23%[38.3 µM] and HTT ATP protect -49%[inhibitor].
Screening COCCCNC(=O)CN(c1cc(C(F)(F)F)ccc1Cl)S(C)(=O)=O returned HttQ103 aggreg 7%[9.22 µM], GoLoco inh red -1%, GAA spleen mod -2%, GAA glycogen -2% and HTT ATP protect 1%[10 µM].
Screening CC(=O)Nc1ccc(S(=O)(=O)c2ccc(N)cc2)cc1 returned GAA inhib -3%, HttQ103 aggreg 12%, GoLoco inh red 4%, GAA spleen mod 2%&-1%, GAA glycogen 5%, IMPase Li inh -2%[38.3 µM] and HTT ATP protect -32%.
`CCCNS(=O)(=O)c1ccc(OCC(=O)NCc2ccc3c(c2)OCO3)cc1` gave GAA inhib -14%, HttQ103 aggreg -7%, GoLoco inh red 12%, GAA spleen mod -3%, GAA glycogen 5%, IMPase Li inh 1%[38.3 µM] and HTT ATP protect 11%[10 µM].
Screening CC(=O)N(C)c1ccc(NC(=O)/C=C/c2ccccc2Cl)cc1 returned GAA inhib -6%, HttQ103 aggreg inconclusive, GoLoco inh red -9%, GAA spleen mod -6%, GAA glycogen 2%, IMPase Li inh -14%[38.3 µM] and HTT ATP protect -66%[inhibitor].
`Nc1ccc(S(=O)(=O)O)cn1` gave GAA inhib -4%[15.4 µM], HttQ103 aggreg -22%[9.22 µM], GoLoco inh red 3%&-7%&-3%, GAA spleen mod -2%&-3%&-4%, GAA glycogen 5%&12%&8%, IMPase Li inh -2% and HTT ATP protect 9%&6%[10 µM].

Next part; it opens with the 2 that closed the last part.
Screening CC(=O)N(C)c1ccc(NC(=O)/C=C/c2ccccc2Cl)cc1 returned GAA inhib -6%, HttQ103 aggreg inconclusive, GoLoco inh red -9%, GAA spleen mod -6%, GAA glycogen 2%, IMPase Li inh -14%[38.3 µM] and HTT ATP protect -66%[inhibitor].
`Nc1ccc(S(=O)(=O)O)cn1` gave GAA inhib -4%[15.4 µM], HttQ103 aggreg -22%[9.22 µM], GoLoco inh red 3%&-7%&-3%, GAA spleen mod -2%&-3%&-4%, GAA glycogen 5%&12%&8%, IMPase Li inh -2% and HTT ATP protect 9%&6%[10 µM].
For O=C(CN1CCOCC1)Nc1ccccc1Sc1ccccc1 the results were GAA inhib -7%, HttQ103 aggreg -20%, GoLoco inh red -9%, GAA spleen mod -7%, GAA glycogen -4%, IMPase Li inh 3% and HTT ATP protect -2%[1.9 µM].
COCCNc1ncncc1-c1c(C)noc1C was read as GoLoco inh red 4%, GAA spleen mod 3%, IMPase Li inh -1% and HTT ATP protect -20%.
For COc1ccc(CCN(C)Cc2nc(Cc3ccc(OC)c(OC)c3)no2)cc1OC the results were GAA inhib -6%, HttQ103 aggreg 6%[9.22 µM], GoLoco inh red 6%, GAA spleen mod 5%, GAA glycogen -10%, IMPase Li inh 7% and HTT ATP protect 8%[10 µM].
O=C(N/N=C/c1ccc([N+](=O)[O-])cc1)c1cccs1 was read as GAA inhib -8%, HttQ103 aggreg 10%[9.22 µM], GoLoco inh red 12%, GAA spleen mod -5%, GAA glycogen -5% and HTT ATP protect 17%[10 µM].
Screening Cc1cc(Oc2ccc(-c3nnc(-c4ccccc4)o3)cc2[N+](=O)[O-])ccc1Cl returned GAA inhib 0%, HttQ103 aggreg -7%, GoLoco inh red 2%, GAA spleen mod -1%, GAA glycogen 7%, IMPase Li inh 10% and HTT ATP protect 29%[10 µM].
For COc1cc(OC)c([C@@H]2O[C@H](CO)[C@@H](O)[C@H](O)[C@H]2O)c(OC)c1 the results were GoLoco inh red 2%, GAA spleen mod 2%, IMPase Li inh 10% and HTT ATP protect -28%.
Cc1onc(C(=O)/C=C/N(C)C)c1C(=O)Nc1nccs1 was read as GAA inhib 5%, HttQ103 aggreg -10%, GoLoco inh red 13%, GAA spleen mod -14%, GAA glycogen -4%, IMPase Li inh -19%[38.3 µM] and HTT ATP protect -27%.
`O=C(NCc1nc2ccccc2[nH]1)[C@H]1C[C@@H]1[C@H](NP(=O)(c1ccccc1)c1ccccc1)c1ccccc1` gave GoLoco inh red -1%, GAA spleen mod 4%, IMPase Li inh -2% and HTT ATP protect 1%.
Cc1ccc(NC(=O)CSc2nnc(-c3ccc(S(=O)(=O)N4CCOCC4)cc3)n2C)cc1 was read as GAA inhib -6%, HttQ103 aggreg 7%, GoLoco inh red -50%, GAA spleen mod 4%, GAA glycogen -1%, IMPase Li inh inconclusive and HTT ATP protect 2%.
For C(=N/N1CCN(c2ccccc2)CC1)/c1ccncc1 the results were GAA inhib -8%, HttQ103 aggreg 3%[9.22 µM], GoLoco inh red 11%, GAA spleen mod 4%, GAA glycogen 1%, IMPase Li inh 12% and HTT ATP protect 8%[10 µM].
Screening CC1CCCC(NC(=O)c2cccc(N3CCCC3=O)c2)C1C (stereo not drawn) returned GAA inhib -15%, HttQ103 aggreg -5%, GoLoco inh red 10%, GAA glycogen -1%, IMPase Li inh 6% and HTT ATP protect -9%.
CC(=O)Nc1cc(C(=O)N(C)Cc2ccco2)ccc1Sc1ccc(C)cc1 was read as GAA inhib -15%, HttQ103 aggreg -16%, GoLoco inh red 4%, GAA spleen mod -7%, GAA glycogen 5%, IMPase Li inh 0% and HTT ATP protect 24%[10 µM].
For COc1cccc(/C(O)=C/C(=O)C(=O)Nc2ccc(S(=O)(=O)NC(C)=O)cc2)c1 the results were GAA inhib 2%, HttQ103 aggreg 3%, GoLoco inh red 6%, GAA spleen mod -6%, GAA glycogen 1%, IMPase Li inh -10% and HTT ATP protect 14%[10 µM].
O=C(Oc1cccnc1)c1ccco1 was read as GAA inhib -5%, HttQ103 aggreg 6%, GoLoco inh red 3%, GAA spleen mod -7%, GAA glycogen 2%, IMPase Li inh -10%[38.3 µM] and HTT ATP protect -5%.
O=C(O)CCNS(=O)(=O)c1ccccc1 was read as GAA inhib 7%, HttQ103 aggreg -8%, GoLoco inh red -11%, GAA spleen mod 8%, GAA glycogen -11%, IMPase Li inh 9%[38.3 µM] and HTT ATP protect -10%[0.074 µM].
`OC(CNCc1ccc2c(c1)OCO2)COc1ccc(F)cc1` (stereo not drawn) gave HttQ103 aggreg -11%[9.22 µM], GoLoco inh red 1%, GAA spleen mod 6%, GAA glycogen -7% and HTT ATP protect -10%[10 µM].
COC(=O)CC1C(=O)NCCN1C(=O)CSc1nc2ccccc2s1 (stereo not drawn) was read as GAA inhib 8%, HttQ103 aggreg 9%, GoLoco inh red 6%, GAA spleen mod -9%, GAA glycogen 7%, IMPase Li inh 1% and HTT ATP protect -33%[inhibitor].
CCOC(=O)N1CCN(C(=O)CCC2CCCC2)CC1 was read as GAA inhib 6%, HttQ103 aggreg 37%, GoLoco inh red 7%, GAA spleen mod -20%, GAA glycogen -23%, IMPase Li inh 13% and HTT ATP protect -2%.
For CCn1c(N)c(C(=O)NC)sc1=S the results were GAA inhib 1%, HttQ103 aggreg -21%, GoLoco inh red -14%, GAA spleen mod -2%, GAA glycogen -6%, IMPase Li inh 14%[38.3 µM] and HTT ATP protect 3%.
Cc1ccc(S(=O)(=O)NNc2ccccc2)cc1 was read as GAA inhib 4%, HttQ103 aggreg 27%, GoLoco inh red -23%, GAA spleen mod -5%, GAA glycogen inconclusive, IMPase Li inh -8%[38.3 µM] and HTT ATP protect -7%[10 µM].
Nc1nc(-c2ccccc2)cn1/N=C/c1ccccc1 was read as HttQ103 aggreg -39%[9.22 µM], GoLoco inh red -14%, GAA spleen mod -2%, GAA glycogen -3% and HTT ATP protect -59%[inhibitor][10 µM].
For CCc1nnc(NC(=O)CSc2nnc(-c3ccoc3C)n2-c2ccc(C)cc2)s1 the results were GAA inhib -4%, HttQ103 aggreg -20%, GoLoco inh red 0%, GAA spleen mod -7%, GAA glycogen -7%, IMPase Li inh 3%[38.3 µM] and HTT ATP protect -15%[10 µM].

Gathered by group, the compounds so far containing a thiophene ring, fused or not
Screening O=C(CSc1nnc(-c2ccccc2)n1-c1ccccc1)c1cccs1 returned GAA inhib 6%, HttQ103 aggreg -3%, GoLoco inh red 4%, GAA spleen mod -2%, GAA glycogen -14%, IMPase Li inh 7%[38.3 µM] and HTT ATP protect -23%.
O=C(N/N=C/c1ccc([N+](=O)[O-])cc1)c1cccs1 was read as GAA inhib -8%, HttQ103 aggreg 10%[9.22 µM], GoLoco inh red 12%, GAA spleen mod -5%, GAA glycogen -5% and HTT ATP protect 17%[10 µM].

Screens from PubChem.

Some of the compounds tested, so the mix of outcomes need not match the whole.
